Screening results (PubChem BioAssay)
TDP1 cell CPT: qHTS for Inhibitors of human tyrosyl-DNA phosphodiesterase 1 (TDP1): qHTS in cells in presence of CPT; AID 686979, 2013; hit rate 12% among 420,000; Potency, µM (doses to about 46.2 µM), for inactives: at the highest dose activity change, negative = growth inhibition, hits mostly inhibitors; chicken DT40 Tdp1-/-;hTDP1 cells + 20 nM CPT, ATP luminescence, 48 h; note: nearly all actives have a fitted effect of over 55% in size
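Chicken DT40 Tdp1-/- cells complemented with human TDP1, 400 cells/well, exposed to compounds plus 20 nM camptothecin for at least 48 h at 37 C; viability read as ATP content by CellTiter-Glo luminescence.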
TDP1 cell noCPT: qHTS for Inhibitors of human tyrosyl-DNA phosphodiesterase 1 (TDP1): qHTS in cells in absence of CPT | DT40 Tdp1-/- hTDP1 cells, no CPT, ATP luminescence, 48 h | hit rate 15% among 420,000 | AID 686978, 2013 | Potency, µM (top dose mostly 46.2 µM), for inactives: top-dose activity change, negative = growth inhibition, usual class: inhibitors; note: nearly all actives have a fitted effect of over 55% in size
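Luminescent ATP content (CellTiter-Glo) served as the growth readout. Knockout chicken DT40 cells expressing human TDP1 were exposed to compounds without camptothecin for a minimum 48 hr at 37 °C.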
KAT2A inh: qHTS Assay for Inhibitors of GCN5L2; Histone acetyltransferase KAT2A (Homo sapiens), Q92830; GCN5L2 HAT assay, ThioGlo1 CoA-SH fluorescence; Potency, µM (titrated, usually from 58.9 µM), for inactives: top-dose activity change, negative = inhibition, actives largely listed as inhibitors; hit rate 0.21% among 390,000
Target sequence (Q92830 whole entry, looked up): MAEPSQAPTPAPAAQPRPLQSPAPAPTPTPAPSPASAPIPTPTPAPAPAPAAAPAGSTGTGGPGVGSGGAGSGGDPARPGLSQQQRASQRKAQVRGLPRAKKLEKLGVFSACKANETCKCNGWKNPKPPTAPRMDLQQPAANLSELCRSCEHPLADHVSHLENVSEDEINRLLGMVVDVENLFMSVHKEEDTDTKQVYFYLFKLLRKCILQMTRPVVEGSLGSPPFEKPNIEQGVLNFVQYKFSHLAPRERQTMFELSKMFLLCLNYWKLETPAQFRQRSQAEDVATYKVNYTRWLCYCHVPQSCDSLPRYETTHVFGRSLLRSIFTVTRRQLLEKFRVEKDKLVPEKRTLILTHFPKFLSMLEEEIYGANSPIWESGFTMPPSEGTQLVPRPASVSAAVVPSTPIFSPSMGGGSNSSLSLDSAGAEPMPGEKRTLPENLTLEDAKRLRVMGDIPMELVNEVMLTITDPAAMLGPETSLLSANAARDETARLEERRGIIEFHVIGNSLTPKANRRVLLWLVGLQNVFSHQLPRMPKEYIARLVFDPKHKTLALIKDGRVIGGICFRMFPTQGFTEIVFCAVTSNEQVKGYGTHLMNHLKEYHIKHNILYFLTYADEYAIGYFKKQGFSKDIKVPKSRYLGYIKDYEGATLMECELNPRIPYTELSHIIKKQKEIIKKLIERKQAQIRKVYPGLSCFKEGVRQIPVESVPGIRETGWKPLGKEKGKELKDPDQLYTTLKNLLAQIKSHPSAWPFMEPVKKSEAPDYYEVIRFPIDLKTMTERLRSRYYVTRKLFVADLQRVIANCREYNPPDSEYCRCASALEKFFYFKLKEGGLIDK
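qHTS, 1536-well. 20nM enzyme, pH 7.5 HEPES/EDTA/Tween-20 buffer; 15 min compound preinc., RT. Start: 75uM H3(1-25), 70uM AcCoA, 50uM ThioGlo1. Read Ex340/Em540 at t=0 (autofluorescence flag) and t=20 min.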
An asterisk follows results filed as active; & = joins results of further samples; [ ] = remark or other dose. Calls come from the whole dose curve; as a rule, active = well fitted curve in the direction sought with a large enough effect; inconclusive = small, poorly fitted or top-dose-only effect, or another doubt; inactive = no such curve, though single readings can be large; an effect the other way counts as inactive or inconclusive. % is set by controls: 0 for no effect and ±100 for the full control effect; potency is the fitted concentration of half-maximal effect. A portion of the library. The share of hits here may be higher or lower than overall.

What do the screens show for `FC(F)(F)c1ccccc1Cc1c(-c2ccc(Cl)cc2)nc2ccc(Cl)cn12`?
TDP1 cell CPT: inconclusive; TDP1 cell noCPT: inconclusive

Results for Nc1c(-c2ccc(F)c(F)c2)nc2ncccn12 ?
TDP1 cell CPT: 12%; TDP1 cell noCPT: -4%

Results for CC(=O)c1ccc(NC(=O)CSc2nnc(-c3ccco3)o2)cc1 ?
TDP1 cell CPT: 6%; TDP1 cell noCPT: 1%; KAT2A inh: -2%

Results for O=C(CSc1nnc(SCc2ccc(Cl)cc2)s1)N/N=C/c1ccc(Cl)cc1Cl ?
TDP1 cell CPT: -14%; TDP1 cell noCPT: -40%; KAT2A inh: 2%

What do the screens show for `CCC(=O)Nc1cc(C)c(NC(=O)C23CC4CC(CC(C4)C2)C3)cn1`?
TDP1 cell CPT: -16%; TDP1 cell noCPT: -13%; KAT2A inh: -3%

How did FCCCOc1ccc(-c2nccc(-c3ccccn3)n2)cc1 do in these assays?
TDP1 cell CPT: -20%; TDP1 cell noCPT: -30%; KAT2A inh: -12%

What do the screens show for `CC(C)(C)S(=O)(=O)/C(C#N)=C/c1sccc1C1OCCO1`?
TDP1 cell CPT: inconclusive; TDP1 cell noCPT: inconclusive; KAT2A inh: -10%

How did O=c1cc(-c2ccccc2)c2ccc3c(c2o1)CN(Cc1cccc(Cl)c1)CO3 do in these assays?
TDP1 cell CPT: inconclusive; TDP1 cell noCPT: inconclusive; KAT2A inh: -3%

What do the screens show for `CCOC(=O)c1c(C)c(C(=O)NCCCN2CCCC2=O)c(C)n1CC`?
TDP1 cell CPT: -8%; TDP1 cell noCPT: -13%; KAT2A inh: -2%

How did CCOc1ccc(NC(=O)c2sc3nc4n(c(=O)c3c2C)CCC4)cc1 do in these assays?
TDP1 cell CPT: inconclusive; TDP1 cell noCPT: -13%&0%; KAT2A inh: -1%&-6%

How did O=C(Oc1cccc(-n2cnnn2)c1)c1sc2ccccc2c1Cl do in these assays?
TDP1 cell CPT: -22%; TDP1 cell noCPT: -30%; KAT2A inh: -1%

Results for COc1ccccc1N1CC(C(=O)OC(C)C(=O)Nc2ccc(F)cc2)CC1=O (stereo unspecified) ?
TDP1 cell CPT: 5%; TDP1 cell noCPT: 5%

Results for CS(=O)(=O)c1ncc(Cl)c(C(=O)N2CCN(c3cccc(Cl)c3)CC2)n1 ?
TDP1 cell CPT: 1µM*; TDP1 cell noCPT: 0.52µM*; KAT2A inh: -15%

How did CC(=O)c1c(C)oc2ccc(NS(=O)(=O)c3ccccc3)cc12 do in these assays?
TDP1 cell CPT: -27%; TDP1 cell noCPT: inconclusive; KAT2A inh: -5%

Results for Nc1nnc(SCc2ccc(Cl)cc2)s1 ?
TDP1 cell CPT: -21%; TDP1 cell noCPT: -16%; KAT2A inh: 3%

Results for CC(NC(=O)COC(=O)c1ccc(S(=O)(=O)N2CCOCC2)cc1)c1ccccc1 (stereo unspecified) ?
TDP1 cell CPT: -1%; TDP1 cell noCPT: 1%; KAT2A inh: -2%

Results for O=C(NCc1ccncc1)[C@@H]1CCCN1C(=O)[C@@H]1CCCN1C(=O)c1ccccc1Cl ?
TDP1 cell CPT: inconclusive; TDP1 cell noCPT: -12%

How did CC(C)Oc1ccc(S(=O)(=O)N2CCCCC2)cc1NC(=O)C1CSC2(C)CCC(=O)N12 (stereo unspecified) do in these assays?
TDP1 cell CPT: inconclusive; TDP1 cell noCPT: inconclusive; KAT2A inh: -2%

Results for COc1ccc(C(=O)CNc2ccc(C)cc2C)cc1 ?
TDP1 cell CPT: -12%; TDP1 cell noCPT: inconclusive; KAT2A inh: -29%

Results for COc1cccc(-c2cc(C(=O)Nc3cnn(Cc4ccc(F)cc4)c3)no2)c1 ?
TDP1 cell CPT: -11%; TDP1 cell noCPT: -11%; KAT2A inh: -4%

How did COc1cc(C(=O)Oc2ccc3c(OC)c4ccoc4nc3c2OC)cc(OC)c1OC do in these assays?
TDP1 cell CPT: -9%[9.04 µM]; TDP1 cell noCPT: 5%[9.04 µM]

Results for CC(C)(CO)CNC1CCCN(C2Cc3ccccc3C2)C1 (stereo unspecified) ?
TDP1 cell CPT: 4%; TDP1 cell noCPT: 1%; KAT2A inh: -2%

What do the screens show for `Cc1ccc(S(=O)(=O)Oc2ccc(/C=C(/NC(=O)c3ccccc3)C(=O)O)cc2)cc1`?
TDP1 cell CPT: 10%; TDP1 cell noCPT: 0%; KAT2A inh: -7%

How did CCOC(=O)CNC(c1ccccc1)c1cc(Br)ccc1NC(=O)CCN1CCOCC1 (stereo unspecified) do in these assays?
TDP1 cell CPT: 2.1µM*; TDP1 cell noCPT: 0.82µM*; KAT2A inh: -8%

Some of these compounds in order of molecular weight, descending:
How did CCOC(=O)CNC(c1ccccc1)c1cc(Br)ccc1NC(=O)CCN1CCOCC1 (stereo unspecified) do in these assays?
TDP1 cell CPT: 2.1µM*; TDP1 cell noCPT: 0.82µM*; KAT2A inh: -8%

Results for O=C(NCc1ccncc1)[C@@H]1CCCN1C(=O)[C@@H]1CCCN1C(=O)c1ccccc1Cl ?
TDP1 cell CPT: inconclusive; TDP1 cell noCPT: -12%

What do the screens show for `Cc1ccc(S(=O)(=O)Oc2ccc(/C=C(/NC(=O)c3ccccc3)C(=O)O)cc2)cc1`?
TDP1 cell CPT: 10%; TDP1 cell noCPT: 0%; KAT2A inh: -7%

(list continues)
What do the screens show for `O=C(c1cccc(S(=O)(=O)N2CCc3ccccc32)c1)N1CCCC(C(F)(F)F)C1` (stereo unspecified)?
TDP1 cell CPT: 10µM*; TDP1 cell noCPT: 21µM*; KAT2A inh: -4%

What do the screens show for `CSc1ncnc2c1ncn2CCCNCC(C)c1ccccc1` (stereo unspecified)?
TDP1 cell CPT: 1%; TDP1 cell noCPT: -10%

How did CC(=O)N1CCc2c(sc3c2c(=O)n(Cc2ccccc2)c(=O)n3Cc2ccc(C)cc2)C1 do in these assays?
TDP1 cell CPT: -6%; TDP1 cell noCPT: 19%; KAT2A inh: -1%

Results for COc1cc(C2N=C(c3ccccc3)NO2)cc(Br)c1O (stereo unspecified) ?
TDP1 cell CPT: 1%; TDP1 cell noCPT: -6%; KAT2A inh: -12%

What do the screens show for `NC(=O)CSc1c[nH]c2ccccc12`?
TDP1 cell CPT: -5%; TDP1 cell noCPT: -6%; KAT2A inh: -5%

How did Cc1ccc(C)c(C(=O)CCC(=O)Nc2ccc(N3CCN(C)CC3)cc2C)c1 do in these assays?
TDP1 cell CPT: inconclusive; TDP1 cell noCPT: -13%; KAT2A inh: -5%

Results for CCS(=O)(=O)c1nc(S(=O)(=O)c2ccc(C)cc2)c(NCCCN2CCCC2=O)s1 ?
TDP1 cell CPT: 7%; TDP1 cell noCPT: 24%; KAT2A inh: 3%

How did CCn1ncc(CN2CCN(Cc3cccc(OC)c3)C(CCO)C2)c1C (stereo unspecified) do in these assays?
TDP1 cell CPT: -7%; TDP1 cell noCPT: -2%; KAT2A inh: -13%

What do the screens show for `COCCCNC(=O)CN(CCc1ccccc1)S(=O)(=O)c1ccc(C)cc1`?
TDP1 cell CPT: -1%; TDP1 cell noCPT: inconclusive; KAT2A inh: -2%

What do the screens show for `C[C@H](CO)N1C[C@H](C)[C@@H](CN(C)S(=O)(=O)c2cccc(F)c2)OCc2cn(nn2)CCCC1=O`?
TDP1 cell CPT: -2%; TDP1 cell noCPT: -9%

Results for CSCC[C@@H](C(=O)Nc1ccc2c(c1)OCCO2)N1Cc2ccccc2C1=O ?
TDP1 cell CPT: -18%; TDP1 cell noCPT: -9%; KAT2A inh: -5%

What do the screens show for `Cc1cc(C)cc(NC(=O)CSc2nc(=O)n(Cc3ccccn3)c3c2CCC3)c1`?
TDP1 cell CPT: inconclusive; TDP1 cell noCPT: inconclusive; KAT2A inh: -2%

How did O=C(Cn1cnc2sc3c(c2c1=O)CCCC3)NCC(=O)Nc1ccc(F)cc1F do in these assays?
TDP1 cell CPT: 5%; TDP1 cell noCPT: inconclusive; KAT2A inh: 1%

Results for COC(=O)/C(=C/c1c[nH]c2ccccc12)[N+](=O)[O-] ?
TDP1 cell CPT: -21%; TDP1 cell noCPT: -16%; KAT2A inh: 0%

How did CN1CCC(NC(=O)c2cccc(Oc3ccccc3)c2)CC1 do in these assays?
TDP1 cell CPT: -25%; TDP1 cell noCPT: -24%; KAT2A inh: -21%

Results for O=C1C=C(c2ccc(F)nc2)CCC1 ?
TDP1 cell CPT: -1%; TDP1 cell noCPT: 3%

Results for CCOc1[nH]c(/N=C/c2ccccc2)c(C#N)c1C#N ?
TDP1 cell CPT: 6.3µM*; TDP1 cell noCPT: -25%

How did Cc1ccc(SCC(=O)c2c(C)nc3cc(C)ccn23)cc1 do in these assays?
TDP1 cell CPT: inconclusive; TDP1 cell noCPT: inconclusive; KAT2A inh: -8%

What do the screens show for `CCCn1c(C(O)c2cc(OC)c(OC)c(OC)c2)nc2ccccc21` (stereo unspecified)?
TDP1 cell CPT: inconclusive; TDP1 cell noCPT: 21µM*; KAT2A inh: 2%

What do the screens show for `Cc1cc(=O)[nH]c2nnc(SCc3ccc(F)cc3)n12`?
TDP1 cell CPT: 4%; TDP1 cell noCPT: 2%; KAT2A inh: -2%

Results for Cc1ccc(CSc2nnc(-c3cccc(S(=O)(=O)N4CCOCC4)c3)n2CC(C)C)cc1 ?
TDP1 cell CPT: 13µM*; TDP1 cell noCPT: 8.2µM*; KAT2A inh: 0%

What do the screens show for `CCOc1ccc(NC(=O)CCC(=O)Nc2nnc(CC)s2)cc1`?
TDP1 cell CPT: 3%; TDP1 cell noCPT: -1%; KAT2A inh: 1%

How did CN(C)Cc1nc2c([nH]1)c(=O)n(C)c(=O)n2C do in these assays?
TDP1 cell CPT: 14%; TDP1 cell noCPT: -13%; KAT2A inh: -5%

Results for COc1ccc(CNC(=O)c2sc3nc4n(c(=O)c3c2C)CCCCC4)cc1 ?
TDP1 cell CPT: inconclusive; TDP1 cell noCPT: inconclusive; KAT2A inh: -7%

Structures from the list above that have a furan ring, fused or not:
Results for CC(=O)c1ccc(NC(=O)CSc2nnc(-c3ccco3)o2)cc1 ?
TDP1 cell CPT: 6%; TDP1 cell noCPT: 1%; KAT2A inh: -2%

How did CC(=O)c1c(C)oc2ccc(NS(=O)(=O)c3ccccc3)cc12 do in these assays?
TDP1 cell CPT: -27%; TDP1 cell noCPT: inconclusive; KAT2A inh: -5%

How did COc1cc(C(=O)Oc2ccc3c(OC)c4ccoc4nc3c2OC)cc(OC)c1OC do in these assays?
TDP1 cell CPT: -9%[9.04 µM]; TDP1 cell noCPT: 5%[9.04 µM]

Next section
Results for CCCCC(=O)N/N=C/c1cc([N+](=O)[O-])ccc1N1CCOCC1 ?
TDP1 cell CPT: 1%; TDP1 cell noCPT: 6%; KAT2A inh: 1%

How did CN(C)S(=O)(=O)N1CCN(C(=O)c2ccccc2Cl)CC1 do in these assays?
TDP1 cell CPT: 0%; TDP1 cell noCPT: -12%; KAT2A inh: -1%

Results for C=CCc1cccc(/C=N/c2nc3ccccc3n2CC)c1O ?
TDP1 cell CPT: -23%; TDP1 cell noCPT: -23%; KAT2A inh: -5%

What do the screens show for `CCc1nnc2c(Nc3cc(OC)c(Cl)cc3OC)nc3ccccc3n12`?
TDP1 cell CPT: inconclusive; TDP1 cell noCPT: -30%; KAT2A inh: -2%

How did Cc1cc(C)n(-c2nncn2/N=C/c2ccccc2F)n1 do in these assays?
TDP1 cell CPT: -7%; TDP1 cell noCPT: 14%; KAT2A inh: 0%

Results for CCOC(=O)c1ccc(NC(=O)Cn2cc(S(=O)(=O)Cc3ccccc3F)c3ccccc32)cc1 ?
TDP1 cell CPT: -27%; TDP1 cell noCPT: -26%; KAT2A inh: -13%

Results for O=C(CN1CCN(S(=O)(=O)c2ccc(F)cc2)CC1)NCc1cccs1 ?
TDP1 cell CPT: -6%; TDP1 cell noCPT: 2%; KAT2A inh: -9%

How did COc1cccc2sc(Nc3nnc(-c4cccs4)o3)nc12 do in these assays?
TDP1 cell CPT: 3.7µM*; TDP1 cell noCPT: 8.2µM*; KAT2A inh: -4%

What do the screens show for `CCCCN(CC)CCCNC(=O)c1nn(-c2ccc(OC)cc2)c(=O)c2c1c1ccccc1n2C`?
TDP1 cell CPT: -9%; TDP1 cell noCPT: -8%; KAT2A inh: 0%

How did Cc1ccc2c(c1)cc(C)c1nnc(SCC(=O)NCc3ccco3)n12 do in these assays?
TDP1 cell CPT: inconclusive; TDP1 cell noCPT: -27%; KAT2A inh: -4%
